Compound activity: PubChem BioAssay, The Scripps Research Institute Molecular Screening Center
OXTR ag = agonists of human oxytocin receptor; P30559; CHO-OTR cells, Fluo-8 calcium fluorescence; normalized: DMSO 0%, oxytocin 100%; activation, % at 3 µM; actives 0.32% (n = 320,000); AID 2435;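 active means activation above the mean of all tested compounds plus 3 SD, cutoff set per screening run, cut at about 20% in these data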;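 further: peak over basal fluorescence ratio from a 100 s FLIPR kinetic read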
Target sequence (P30559 whole entry, looked up): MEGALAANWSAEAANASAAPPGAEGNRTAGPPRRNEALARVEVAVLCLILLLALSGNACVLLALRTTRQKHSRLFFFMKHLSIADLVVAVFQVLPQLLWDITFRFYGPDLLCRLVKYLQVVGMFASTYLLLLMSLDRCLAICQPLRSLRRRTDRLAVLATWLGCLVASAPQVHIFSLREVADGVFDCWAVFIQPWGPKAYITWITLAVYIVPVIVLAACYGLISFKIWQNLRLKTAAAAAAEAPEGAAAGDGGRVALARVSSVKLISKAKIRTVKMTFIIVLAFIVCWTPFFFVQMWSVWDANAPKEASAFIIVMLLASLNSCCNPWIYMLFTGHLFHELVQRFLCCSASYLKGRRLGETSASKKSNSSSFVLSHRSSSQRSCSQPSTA
Numbers without * were called inactive; & = joins results of further samples. These rows are one share of the data; the hit share may differ from the screen's.

SMILES | OXTR ag
CN(C)S(=O)(=O)c1ccc(N2CCCC2)c(C(=O)Nc2nccs2)c1 | 1.8
COc1ccc(S(=O)(=O)N2CCN(C(=O)c3cc4c(s3)CCCC4)CC2)cc1 | 5.7
CCC(=O)N(c1nnc(SCC(=O)Nc2ccccc2Cl)s1)C1CC1 | -1.1
CC1CCCC(C)N1C(=O)COC(=O)CCC(=O)c1cccs1 (stereo not given) | 0.3
COc1ccc(C)c2sc(N(CCCN(C)C)C(=O)c3ccc(S(=O)(=O)N4CCc5ccccc5C4)cc3)nc12 | 16.3
O=C(CSc1nnnn1C1CC1)N1CCN(c2cccc(Cl)c2)CC1 | 2.0
CCOc1ccc2oc(C(=O)OCC(=O)NC3CCCCC3)c(C)c2c1 | 0.6
Cc1ccc(S(=O)(=O)N2CCCCC2)cc1NC(=O)c1ccc(Br)o1 | -1.9
CCOC(=O)[C@@H](C)N(Cc1ccc(OC)cc1)S(=O)(=O)N(Cc1ccccc1)[C@H](C(=O)OC)C(C)C | 2.4
CCN(CC)CCn1c2c(c(SCC(=O)Nc3ccc4c(c3)OCCO4)nc1=O)CCC2 | -0.4
COCCN(C(=O)C1CC(=O)N(Cc2ccc(C)cc2)C1)c1c(N)n(CC(C)C)c(=O)[nH]c1=O (stereo not given) | 0.9
C=CCC[C@@H](Cc1ccc(F)cc1)C(=O)OC[C@@H](NC(=O)[C@H](CC=C)CC(=O)N(CCO)Cc1ccccc1)c1ccccc1 | 6.2
O=C(NC[C@@H]1CCCO1)c1cccc2c1C(=O)c1ccc(Cl)cc1S2(=O)=O | 1.2
Cc1ccc(NS(=O)(=O)c2cccc(C(=O)NCc3ccccn3)c2)cc1 | 4.3
C[C@H](CO)N1C[C@H](C)[C@@H](CN(C)Cc2ccc(C(=O)O)cc2)Oc2c(NC(=O)C3CC3)cccc2C1=O | 1.0
CCCCn1c(N)c(N(CCOC)C(=O)c2ccc(-n3c(C)ccc3C)cc2)c(=O)[nH]c1=O | 0.8
Cc1csc(=O)n1CC(=O)OCC(=O)NCc1ccc(Cl)cc1Cl | 0.5
COc1cc(C(C)=O)ccc1Oc1ccc(S(=O)(=O)N2CCOCC2)cn1 | 2.8
CC(=O)Nc1cccc(C(=O)OCC(=O)N2CCC(c3ccccc3)=N2)c1 | 8.8
CN(C)S(=O)(=O)c1ccc(N2CCCC2)c(C(=O)Nc2ccccc2)c1 | -0.1

Filtered by structure, the entries above containing a furan ring, fused or not.
SMILES | OXTR ag
CCOc1ccc2oc(C(=O)OCC(=O)NC3CCCCC3)c(C)c2c1 | 0.6
Cc1ccc(S(=O)(=O)N2CCCCC2)cc1NC(=O)c1ccc(Br)o1 | -1.9

Grouped by structure, the compounds so far containing an NH in an aromatic ring
SMILES | OXTR ag
COCCN(C(=O)C1CC(=O)N(Cc2ccc(C)cc2)C1)c1c(N)n(CC(C)C)c(=O)[nH]c1=O (stereo not given) | 0.9
CCCCn1c(N)c(N(CCOC)C(=O)c2ccc(-n3c(C)ccc3C)cc2)c(=O)[nH]c1=O | 0.8

Further results
SMILES | OXTR ag
CN(C)c1ccc(C(=O)OCc2cc(=O)n3ccsc3n2)cc1 | 0.7
Cc1ccc(S(=O)(=O)NC[C@H]2O[C@@H](n3cnc4c(N)ncnc43)[C@H](O)[C@@H]2O)s1 | 0.7
Cn1cnnc1SCC(=O)Nc1ncc([N+](=O)[O-])s1 | 0.2
O=C(NCC(c1ccco1)N1CCCC1)c1ccc(-n2cccn2)cc1 (stereo not given) | 1.9
COc1ccc(NC(=O)Nc2cccc3c2O[C@H](CN(C)C(=O)Nc2ccc(OC)cc2)[C@@H](C)CN([C@H](C)CO)C3=O)cc1 | 1.8
Cn1ccc2cc(-c3csc(N4CCC(C(N)=O)CC4)n3)ccc21 | 1.2
Nc1cc(=O)[nH]c(SCC(=O)NNC(=O)c2ccccc2)n1 | 2.0
CCN(C[C@H]1N[C@@](C)(C(=O)OC)[C@H]2C(=O)N(C)C(=O)[C@@H]12)C(=O)COC | 1.6
CC(C)(C)OC(=O)C[C@H]1C/C=C\C[C@H](CC(=O)NCCO)C(=O)N[C@@H](Cc2ccccc2)COC1=O | 0.6
Cc1ccc2nc(NC(=O)C3CSC4(C)CCC(=O)N34)sc2c1 (stereo not given) | -2.1
Cc1cc(C(=O)OCC(=O)NCCc2ccc(S(N)(=O)=O)cc2)c2ccccc2n1 | 0.2
C=CC[C@@H](CC(=O)N(CCO)Cc1ccccc1)C(=O)NCCOC(=O)[C@H](CC=C)CC(=O)OC(C)(C)C | -0.3
CC(C)(C)OC(=O)N1CCC(C(=O)Nc2cccc(C(=O)N3CCOCC3)c2)CC1 | 2.3
COc1ccc(C(=O)Nc2cccc(S(=O)(=O)N(C)C)c2)cc1S(=O)(=O)N1CCOCC1 | 1.2
CCN1CCN(C(=O)CCN2C(=O)c3ccccc3S2(=O)=O)CC1 | -1.0
COc1ccc(S(=O)(=O)N(C)C[C@H]2Oc3ccc(NS(=O)(=O)c4ccccc4)cc3C(=O)N([C@H](C)CO)C[C@@H]2C)cc1 | 2.5
Cc1ccc(NC(=O)c2ccc(C(=O)c3ccccc3)cc2)nc1 | 2.5
O=C1N(c2ccccc2C(F)(F)F)O[C@]1(c1ccccc1)C1CCCC1 | -0.6
Cc1cccc(C(=O)N[C@@H](C)C(=O)N2CCN(c3ncccn3)CC2)c1 | 0.0
CC(NC(=O)COC(=O)/C=C/c1cccc(F)c1)c1ccccc1 (stereo not given) | 0.4
CCN(C(=O)COC(=O)Cn1c(C)csc1=O)c1c(N)n(Cc2ccccc2)c(=O)[nH]c1=O | 0.1
CCN(CC(=O)Nc1c(F)cccc1F)C(=O)CCCc1nc2ccccc2c(=O)[nH]1 | -0.1
Cc1nc(SC(C)C(=O)NC2CCCC2)c2ccccc2n1 (stereo not given) | -1.0
O=C(COC(=O)c1ccc(Br)o1)NCc1ccc(Cl)cc1 | -0.7
C[C@@H]1C[C@H]2[C@@H]3CCC4=CC(=O)C=C[C@]4(C)[C@@]3(F)[C@@H](O)C[C@]2(C)[C@@]1(O)C(=O)CO | 0.2&0.1
Cc1cc(C(=O)Nc2ccc(Br)cn2)sc1C | -1.8
O=[N+]([O-])c1ccccc1Oc1ccc(S(=O)(=O)N2CCOCC2)cc1 | 5.3
CCCn1c(N)c(N(CCOC)C(=O)COC(=O)CSc2cc(C)c3ccccc3n2)c(=O)[nH]c1=O | -0.3
CCC(CC)NC(=O)COn1nnc2ccc(S(=O)(=O)N3CCOCC3)cc21 | 0.2
CCOC(=O)C1=C(C)NC(C)=C(C(=O)OCC)C1C(=O)OCC(=O)NCc1ccc(F)cc1 | -1.6
COc1ccccc1NS(=O)(=O)c1ccc(C(=O)NCc2ccco2)cc1 | 7.2
COc1ccc(NC(=O)CN(C)C(=O)CNC(=O)c2ccc3c(c2)OCO3)cc1 | 0.6
CC(=O)OCCN1C(=O)c2cccc3cc([N+](=O)[O-])cc(c23)C1=O | 0.4
O=C(NCC(c1cccs1)N1CCOCC1)c1cn(-c2ccccc2)nc1-c1ccc(Cl)cc1 (stereo not given) | -0.9
CCOC(=O)C(C)C(C)=O (stereo not given) | 0.2
Cc1ccc(S(=O)(=O)N(Cc2ccc(F)cc2)C(=O)N2CCN(C)CC2)cc1 | 0.4
O=C(O)c1cccc2c1C(=O)c1ccc(-c3ccc(OC(F)(F)F)cc3)cc1S2(=O)=O | 0.8
CCCCn1c(N)c(N(CC(C)C)C(=O)C2=NN(c3cc(C)ccc3C)C(=O)CC2)c(=O)[nH]c1=O | -0.7
Cc1cc(Cl)c(C)c(S(=O)(=O)Oc2ccccc2NC(=O)CCC(=O)O)c1Cl | 0.3
C#CCOCCOCCOCCNc1nc(N2CCN(C(=O)CCCCCCCCCCNC(=O)[C@H]([C@@H](C)CC)n3cc(CCCCN=C(N)N)nn3)CC2)nc(N2CCN(C(=O)CCCCCCCCCCNC(=O)[C@@H]([C@H](C)O)n3cc(C)nn3)CC2)n1 | 0.1
CCSc1ccccc1C(=O)N1CCC2(CC1)CC(=O)c1ccccc1O2 | 2.5
COc1ccc(C2=CC(=O)C[C@H](c3ccc(F)cc3)C2)c(OC)c1 | -0.7
CC(C)CN1C(=O)C(=O)N(CC(=O)c2ccc3c(c2)CCCC3)C1=O | -0.2
COc1ccc(C(=O)Nc2c(O)ccc3ccccc23)cc1 | 1.6
CS(=O)(=O)c1ccc(Cl)c(NC(=O)COC(=O)COc2ccc3c(c2)CCC3)c1 | 3.9
NC(=O)c1ccc(NC(=O)COC(=O)CCC2CCCCC2)cc1 | 4.0
O=C(COC(=O)c1ccc2c(c1)OCO2)Nc1ccccc1OC(F)F | 0.1
CN(Cc1ccc(OC(F)F)cc1)C(=O)C1CCN(S(=O)(=O)c2ccc3c(c2)OCCO3)CC1 | 5.8
O=C(CNC(=O)C12CC3CC(CC(C3)C1)C2)NCc1ccccc1 | 0.8
O=C(NCCC(=O)N1CCN(S(=O)(=O)c2ccc(F)cc2)CC1)Nc1ccccc1 | -0.1
Cc1ccc(S(=O)(=O)Nc2cc3c4c(c2)CC(=O)N4CCC3)cc1 | 0.4
CCCCn1c(SCC(=O)NC2CCS(=O)(=O)C2)nnc1-c1ccc(OC)cc1 (stereo not given) | 0.1
Cc1cc(C)n2nc(SCC(=O)N3CCCC(C)C3)nc2n1 (stereo not given) | 1.2
CN(CC(=O)Nc1cccc(F)c1)C(=O)CCCN1C(=O)c2cccc3cccc(c23)C1=O | -0.4
Cc1ccc(CSc2ccc(S(=O)(=O)N3CCCC3)cn2)cc1 | 0.5
COc1cccc(NC(=O)CN(C)C(=O)CCSc2ccc(C)cc2)c1 | -1.4
CCOc1cc(C(=O)N(C)CC(=O)Nc2cccc(F)c2)ccc1OCC(=O)N1CCOCC1 | 0.9
COc1ccc(NS(=O)(=O)c2cccs2)cc1S(=O)(=O)N1CCCCC1 | 0.1
Cc1cc(C)c2nc(N3CCN(C(=O)c4ccco4)CC3)sc2c1 | -2.1
CCN(C[C@H]1N[C@@](C)(C(=O)OC)[C@H]2C(=O)N(Cc3ccccc3)C(=O)[C@@H]12)C(=O)Nc1ccccc1 | 2.3

Next section
SMILES | OXTR ag
Cc1ccc(S(=O)(=O)CCC(=O)OCC(=O)N2c3ccccc3CC2C)cc1 (stereo not given) | -0.9
N#Cc1ccc(OCC(=O)NCCCn2ccnc2)cc1 | 0.9
CSc1nc2ccc(NS(=O)(=O)c3ccc(CNC(C)=O)cc3)cc2s1 | 0.5
COc1cccc(C2c3c(oc4ccccc4c3=O)C(=O)N2Cc2ccco2)c1 (stereo not given) | -0.6
Cc1cccc(C(=O)OCC(=O)Nc2c(C)n(C)n(-c3ccccc3)c2=O)c1O | 1.1
CCCCNC(=O)CSc1nnc(-c2cccc(S(=O)(=O)N3CCOCC3)c2)o1 | -0.3
CC(C)Oc1ccc(S(=O)(=O)N2CCOCC2)cc1NC(=O)C1=COCCO1 | -1.7
O=C(O)C(F)=C(c1ccccc1)c1ccccc1 | -0.5
Cc1ccc(C(=O)CN2C(=O)NC3(CCOc4ccccc43)C2=O)s1 (stereo not given) | 0.9
CCn1cc(C(=O)Nc2ccc(Cl)cc2Cl)cn1 | -1.8
COc1ccc(NC(=O)Nc2cccc3c2O[C@H](CN(C)S(=O)(=O)c2cn(C)cn2)[C@@H](C)CN([C@H](C)CO)C3=O)cc1 | 0.9
CC(=O)c1cccc(S(=O)(=O)N2CCN(CCOc3ccccc3)CC2)c1 | 2.5
O=C(CSc1nc(=O)n(CCCN2CCOCC2)c2c1CCC2)Nc1cccc(F)c1 | 0.2
COc1ccc(NC(=O)COC(=O)CCC2CCCC2)c(OC)c1 | -2.3
COc1ccc(CCN2CC(C(=O)N(C)Cc3cccnc3)CC2=O)cc1OC (stereo not given) | 0.6
COC(=O)[C@@H](CC(C)C)NS(=O)(=O)N(Cc1ccccc1)[C@@H](CC(C)C)C(=O)OC | -0.6
CN(Cc1ccc(Br)s1)C(=O)CNC(=O)c1ccc2c(c1)OCO2 | -0.7
CC(OC(=O)CC1CCCCC1)C(=O)Nc1ccc(F)cc1 (stereo not given) | -1.5
O=C(COC(=O)c1ccccc1[N+](=O)[O-])Nc1cccnc1Cl | 0.3
Cc1cccc(C(=O)OCC(=O)Nc2c(C)n(C)n(-c3ccccc3)c2=O)c1 | 0.1
O=C(c1ccco1)N1CCN(Cc2nc3ccccc3[nH]2)CC1 | 1.3
O=C(Nc1ccc(Cl)cc1)c1nc[nH]c1C(=O)NCCN(CCNC(=O)c1[nH]cnc1C(=O)Nc1ccc(Cl)cc1)CCNC(=O)c1[nH]cnc1C(=O)Nc1ccc(Cl)cc1 | 0.2
O=C(CSc1nc2ccccc2c(=O)n1-c1ccccc1)c1cccc([N+](=O)[O-])c1 | -0.9
COc1ccc(S(=O)(=O)N(C)C[C@H]2Oc3ccc(NC(=O)Nc4c(C)noc4C)cc3C(=O)N([C@H](C)CO)C[C@@H]2C)cc1 | 2.1
Cc1ccc(NC(=O)c2ccc(NS(=O)(=O)c3ccc4[nH]c(=O)[nH]c4c3)cc2)nc1 | 0.4
Cc1nn(-c2ccc(Cl)cc2)c(Cl)c1/C=N/NC(=O)c1ccc(NS(=O)(=O)c2cccs2)cc1 | -0.6
CCc1ccc(C(=O)NNC(=O)CN2C(=O)NC(CC)(c3ccccc3)C2=O)cc1 (stereo not given) | 0.7
COc1ccc(NS(=O)(=O)c2cccc(C(=O)NNC(=O)c3ccc(NC(C)=O)cc3)c2)cc1 | -0.8
CC(C)(C)C(=O)Nc1cccc(S(=O)(=O)NC2=NCCC2)c1 | 0.1
CCOc1cc(C(=O)Nc2cc(F)ccc2C)ccc1OCC(=O)N1CCOCC1 | 0.0
CC(C(=O)O)c1ccc(C(=O)c2ccccc2)s1 (stereo not given) | 0.3
C/C(=C\c1ccccc1F)C1Nc2cccc3cccc(c23)N1 | -0.3
